Screening data deposited in PubChem BioAssay by several laboratories.
M17LAP inhibition = P. falciparum M17LAP inhibitors, primary screen, biochemical, fluorogenic H-Leu-NHMec substrate, 1536-well (AID 1619) | recombinant M17LAP, H-Leu-NHMec fluorogenic kinetic assay; higher % means a stronger effect | inhibition, % at 30 µM; hits with a dose series show IC50 in µM | actives 0.38% (n = 220,000);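 active means compound inhibiting the enzyme by more than half at any dose during confirmatory dose-response retesting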;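 further: plate controls were full reaction with DMSO carrier for no effect and no enzyme background for full effect; strong numbers were not always called active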
NOD1 NF-kB reporter = inhibition of NOD1-driven NF-kB reporter – cell-based, luminescence, uHTS, primary screen (AID 1578) | NOD1-driven NF-kB luciferase reporter cells, luminescence; higher % means a stronger effect | inhibition, % at 4 µM; hits with a dose series show EC50 in µM | actives 1% (n = 290,000); in the data active means inhibition mostly above about 36%, no sharp cut-off; inactive means mostly below about 34%;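 further: HEK-293T reporter cells stimulated with the NOD1 agonist gamma-tri-DAP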
AID2073 = inhibitors of Mint1-CaV2.2 protein interaction, biochemical, HTRF (AID 2073); HTRF protein-protein interaction, Mint1-CaV2.2; higher % means a stronger effect; one-dose inhibition, % at 20 µM; IC50 in µM for titrated hits; actives 0.19% (n = 290,000); in the data active means inhibition mostly above about 51%, no sharp cut-off; further: some results filed as inactive read as strong as hits
KOR beta-arrestin-1 = KOR agonists, beta-arrestin recruitment, primary screen, cell-based, luminescence, uHTS (AID 1777); KOR beta-arrestin recruitment, luminescence; higher % means a stronger effect; one-dose activation, % at 10 µM; EC50 in µM for titrated hits; actives 0.02% (n = 280,000); in the data active means activation above about 50%, passing the limit was not always enough; further: a part of the inactive calls stands beside numbers as strong as those of hits
M1AAP inhibition = malaria alanyl aminopeptidase activity blockers – biochemical, fluorogenic H-Leu-NHMec substrate, 1536-well (AID 1445) | recombinant M1AAP, H-Leu-NHMec fluorogenic kinetic assay; higher % means a stronger effect | one-dose inhibition, % at 30 µM; IC50 in µM for titrated hits | actives 0.42% (n = 220,000);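 active means primary inhibition above the hit cutoff, then over 50% inhibition at one or more dose response concentrations, cut at about 23% in these data, passing the limit was not always enough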;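 further: plate controls were DMSO full reaction for no effect and no enzyme background for full effect; strong numbers were not always called active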
KOR beta-arrestin-2 = KOR antagonists, beta-arrestin recruitment, cell-based, luminescence, uHTS (AID 1778); KOR beta-arrestin recruitment, luminescence, antagonist mode; higher % means a stronger effect; inhibition, % at 10 µM, or IC50 in µM where a hit was titrated; actives 0.091% (n = 290,000); further: strong numbers were not always called active
GPR55 activation = GPR55 agonists via beta-arrestin recruitment, primary screen, imaging, U2OS cells, beta-arrestin-GFP redistribution (AID 1961) | actives 0.048% (n = 290,000) | one-dose activation, % at 10 µM; EC50 in µM for titrated hits | U2OS GPR55 beta-arrestin-GFP redistribution imaging; higher % means a stronger effect;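 active means activation above 40% with more than 50 cells counted in the well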;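 further: U2OS osteosarcoma cells stably expressing GPR55 and beta-arrestin-GFP; plate controls were DMSO negative control for no effect and LPI positive control for full effect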
Dynein cargo inh = blocks dynein driven cargo transport along microtubules; 3617.4 mouse cells, GR-EGFP nuclear translocation imaging; test concentration mostly 20 µM; stimulated with dexamethasone, 1 µM; hits give low values; z-score, hits read low; actives 0.47% (n = 220,000); AID 1381;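 active means plate z-score of nuclear minus cytoplasmic receptor signal below a set negative limit, without overly bright fluorescence or cell loss, cut at about -3.5 in these data, passing the limit was not always enough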;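 further: z-score of nuclear minus cytoplasmic ring GR-EGFP intensity difference per well; some compounds called inactive have numbers as strong as hits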
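Also added – dexamethasone, 1.0 µM final · Buffer or medium – tet-free, stripped-serum medium · Schedule – induction 48 h, compound 1 h, agonist 30 min · Detection – formaldehyde fixation, Hoechst nuclear stain, 10x automated fluorescence imaging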
HEK293 NOD2/NF-kB = inhibition of NOD2-driven NF-kB reporter – cell-based, luminescence, uHTS, HEK293 (AID 1566); actives 0.63% (n = 290,000); inhibition, % at 4 µM; hits with a dose series show EC50 in µM; HEK293 NOD2/NF-kB luciferase reporter, luminescence; higher % means a stronger effect; further: many of its hits are not listed in these tables
Dynein cargo inh cytoplasmic EGFP = second read-out of Dynein cargo inh, no call of its own (marks repeat the call); z-score; measured here: cytoplasmic GR-EGFP intensity; hits give high values
Dynein cargo inh nuclear GR-EGFP = second read-out of Dynein cargo inh, no call of its own (marks repeat the call); z-score; measured here: nuclear GR-EGFP intensity;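 lower value marks the stronger effect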
Dynein cargo inh cell count = further read-out of Dynein cargo inh, marked with its call; z-score; measured here: cell count per field
Starred values were filed as active, the others as inactive; . = no result given; [ ] = remark or other dose. Unless noted, no stated cut-off is given here; in the data, active means inhibition above about 50%; inactive means the rest.

Sample of the layout:
M17LAP inhibition	NOD1 NF-kB reporter	AID2073	KOR beta-arrestin-1	M1AAP inhibition	KOR beta-arrestin-2	GPR55 activation	Dynein cargo inh	Dynein cargo inh cytoplasmic EGFP	Dynein cargo inh nuclear GR-EGFP	Dynein cargo inh cell count	HEK293 NOD2/NF-kB	SMILES
3.7%	-21.6%	-1.7%	-1.5%	7.1%	0.7%	-0.1%	-0.188	-0.268	0.0798	1.74	-1.1%	Cc1c(N(C)C)nc2ccccc2c1N
3.4%	-39.7%	18.8%	-2.6%	0.6%	-20.5%	0.4%	0.515	-0.239	0.0661	-0.131	-2.4%	CC(C)OC(=O)c1cccc(NC(=O)c2ccccc2)c1

This part in full, from the start:
M17LAP inhibition	NOD1 NF-kB reporter	AID2073	KOR beta-arrestin-1	M1AAP inhibition	KOR beta-arrestin-2	GPR55 activation	Dynein cargo inh	Dynein cargo inh cytoplasmic EGFP	Dynein cargo inh nuclear GR-EGFP	Dynein cargo inh cell count	HEK293 NOD2/NF-kB	SMILES
3.7%	-21.6%	-1.7%	-1.5%	7.1%	0.7%	-0.1%	-0.188	-0.268	0.0798	1.74	-1.1%	Cc1c(N(C)C)nc2ccccc2c1N
3.4%	-39.7%	18.8%	-2.6%	0.6%	-20.5%	0.4%	0.515	-0.239	0.0661	-0.131	-2.4%	CC(C)OC(=O)c1cccc(NC(=O)c2ccccc2)c1
-0.3%	-33.5%	20.7%	8.1%	2.1%	-4.5%	-0.3%	-0.349	-0.329	0.0548	0.911	-12.4%	COCCNC(=S)Nc1ccc(N2CCCCC2)cc1
.	12.0%	-6.4%	-3.7%	.	6.9%[20 µM]	-0.1%	.	.	.	.	34.0%	C=C(C)Cn1c(CN(C)Cc2ccccc2)nc2c1c(=O)n(C)c(=O)n2C
.	0.4%	3.3%	-3.2%	.	39.3%	0.2%	.	.	.	.	0.4%	COc1ccc(NS(=O)(=O)c2ccc3c(c2)CCN3C(=O)CCC(=O)O)cc1OC
-0.2%	-5.3%	19.9%	-4.0%	22.1%	3.7%	0.0%	-1.04	-0.325	-0.172	0.0176	2.0%	CCc1cc2c(=O)c(-c3cnn(-c4ccccc4)c3)coc2c(CN2CCOCC2)c1O
4.2%	13.9%	10.7%	-0.8%	11.1%	3.5%	0.2%	0.881	0.0939	0.813	-0.777	8.7%	COCCn1c(C)cc(C2=NNC(=Nc3ccc(Cl)cc3Cl)SC2)c1C
.	-12.8%	37.1%	1.7%	.	-36.7%	-0.2%	.	.	.	.	9.6%	O=C(NCC(=O)N1CCN(c2ccccc2O)CC1)c1ccc2c(c1)OCO2
7.9%	-28.8%	-4.9%	2.1%	-0.2%	-47.4%	0.2%	0.51	-0.091	0.151	-0.698	-81.1%	CC(Oc1ccc(F)cc1)C(=O)Nc1ccc2ccccc2c1 (stereo not drawn)
7.1%	-5.8%	-2.0%	1.2%	9.4%	6.7%	0.0%	1.62	-0.222	0.603	-0.993	-18.3%	COc1ccc(/C=N/n2nnnc2N)cc1OC
.	24.2%	-7.5%	-1.2%	.	-20.5%[20 µM]	0.8%	.	.	.	.	14.0%	COC(=O)C(NC(=O)CCC(=O)NC(C(=O)OC)c1ccccc1)c1ccccc1 (stereo not drawn)
9.6%	-11.9%	-21.3%	-4.5%	4.7%	1.3%	0.0%	1.91	-0.177	0.882	-0.572	8.5%	CC(OC(=O)CCC(=O)c1cccs1)C(=O)Nc1ccccc1[N+](=O)[O-] (stereo not drawn)
7.7%	-12.4%	8.3%	1.7%	5.0%	-16.1%	-0.1%	1.95	-0.232	0.941	-0.993	-9.3%	Cc1cc(N/N=C/c2ccc(F)cc2)nc(NCc2ccccc2)n1
-9.7%	9.8%	-4.7%	.	-0.5%	24.3%	-0.1%	0.447	-0.217	1.02	0.588	19.4%	CC1(C)N=C(N)NC(Nc2ccc(Br)cc2)=N1
11.3%	2.9%	-7.5%	-0.7%	6.2%	-1.2%	-0.2%	0.788	-0.207	0.81	-0.814	-5.4%	C=CCSc1nnc(-c2cnn(-c3ccccc3)c2-n2cccc2)n1C
17.2%	1.4%	-5.5%	-1.7%	10.1%	2.9%	-0.3%	-0.358	-0.186	-0.019	0.0521	13.8%	CN1C=C(C(F)(F)F)C=C/C1=C(\C#N)c1nnc2n1CCCCC2
9.2%	2.0%	-2.3%	0.5%	4.9%	-0.7%	-0.4%	-1.01	-0.0619	-0.364	0.97	22.7%	CCOC(=O)c1nnn(CC(=O)N2N=C(c3ccccc3)CC2c2ccccc2)c1C(=O)OCC (stereo not drawn)
-29.5%	-17.0%	33.0%	-1.8%	5.2%	-4.0%	0.1%	0.298	-0.207	0.404	-0.207	0.9%	Cc1nc(/C=C\C(=O)O)c2cc(C)oc2n1
5.3%	16.2%	28.2%	-0.4%	-27.9%	14.8%	0.6%	-0.448	-0.313	0.259	0.149	-10.4%	COc1ccc(CC(=O)NNC(=S)Nc2ccccc2)cc1Cl
.	-38.4%	5.3%	6.1%	.	-37.7%	0.6%	.	.	.	.	-11.8%	O=C(CSc1nc(NS(=O)(=O)c2ccccc2)cc(=O)[nH]1)Nc1ccccc1Cl
0.7%	.	-1.5%	1.6%	-0.5%	11.5%	0.0%	-0.564	-0.243	0.216	-0.149	8.4%	CCN(CC)C(=O)Oc1ccc(NC(C)=O)cc1
.	-22.2%	7.3%	-2.8%	.	-57.5%	0.7%	.	.	.	.	10.7%	COc1ccccc1NC(=O)COC(=O)CN1C(=O)C(=O)c2ccccc21
-4.2%	-4.0%	39.3%	-0.8%	-0.5%	-114.1%[20 µM]	-0.1%	1.22	-0.0763	1.12	-0.634	-94.9%	Cc1ccc2nc(-c3ccc(NC(=O)CSc4nccc(=O)[nH]4)cc3)sc2c1
0.4%	1.3%	39.6%	-1.3%	4.2%	5.0%	-0.1%	-1.65	-0.286	-0.765	1.18	13.9%	CCOc1ccc(-c2c(C(=O)N/N=C/c3ccc(C)cc3)nnn2-c2nonc2N)cc1
.	-5.2%	7.4%	-7.2%	.	17.4%[20 µM]	0.3%	.	.	.	.	10.6%	CCc1ccccc1NC(=O)c1ccc2nc(N3CCOCC3)sc2c1
-3.4%	-26.2%	-3.1%	-6.4%	17.0%	13.4%	-0.1%	1.55	-0.0853	0.538	0.0505	-43.5%	CCc1ccc(NC(=O)c2ccccc2NC(=O)C2CCCO2)cc1 (stereo not drawn)
5.7%	-16.0%	1.4%	1.6%	11.0%	14.1%	0.2%	1.69	0.0341	1.23	-1.34	9.0%	COc1cccc(C(=O)NCC(=O)N/N=C/c2cccc(OC(=O)c3ccc([N+](=O)[O-])cc3)c2)c1
0.3%	19.2%	-15.7%	-4.4%	-4.7%	11.3%	-0.4%	-0.397	-0.336	0.278	0.614	12.6%	Cc1nc(SCC(=O)Nc2cccnc2Cl)nc(C)c1C
3.4%	-52.5%	1.7%	3.1%	4.8%	22.4%	0.2%	-0.654	-0.252	0.181	0.714	-33.7%	Cc1nn(-c2ccccc2)cc1C(=S)Nc1ccccc1
2.2%	7.4%	12.5%	5.1%	1.6%	-11.4%	0.3%	0.146	-0.228	0.00884	-0.149	12.2%	COc1ccc(C2CN=NC23CCc2ccccc2C3=O)cc1 (stereo not drawn)
.	34.3%	2.2%	8.4%	.	-59.2%	0.3%	.	.	.	.	-15.8%	COc1ccc(S(=O)(=O)N2CCCC(C(=O)NCCN3CCOCC3)C2)cc1C (stereo not drawn)
11.9%	2.9%	6.1%	-2.1%	2.8%	30.2%	-0.1%	0.522	-0.203	0.373	-0.858	13.7%	Cc1ccc(S(=O)(=O)Nc2cccc(CP(=O)(c3ccccc3)c3ccccc3)c2)cc1
-1.1%	-9.0%	43.0%	-12.6%	3.8%	37.0%[20 µM]	-0.1%	0.496	-0.29	0.756	-0.336	6.1%	C/C(=N\Nc1ccc(S(=O)(=O)Nc2ccccc2)cc1[N+](=O)[O-])c1ccc(N2CCOCC2)cc1
4.8%	3.0%	-1.0%	1.9%	7.8%	15.0%	-0.1%	-0.871	-0.752	-0.194	0.45	14.7%	Cc1nc2sc(C(c3ccc(Cl)cc3)N3CCN(CCO)CC3)c(O)n2n1 (stereo not drawn)
.	-18.9%	9.0%	3.9%	.	-10.0%	-0.1%	.	.	.	.	11.0%	COc1ccccc1C(=O)Nc1ccnn1C1CCN(C(=O)c2ccoc2)CC1
6.5%	-1.3%	-16.8%	-5.2%	-7.2%	23.1%	-0.4%	1.06	-0.432	0.418	0.00893	11.8%	NC(=O)C[C@@H]1N[C@]2(C(=O)Nc3ccccc32)[C@@H]2C(=O)N(c3cc(C(F)(F)F)ccc3Cl)C(=O)[C@H]12
.	0.6%	-3.1%	-4.8%	.	4.1%	0.0%	.	.	.	.	20.9%	Cc1ccc(C)c(CSCc2nc3ccccc3[nH]2)c1
.	-9.4%	7.5%	-2.6%	.	24.0%	1.1%	.	.	.	.	3.7%	COC(=O)C1=C(C)NC(C)=C(C(=O)OCC2CCCO2)C1c1cccc(Cl)c1 (stereo not drawn)
4.0%	-16.0%	-1.8%	1.6%	6.5%	-1.8%	-0.3%	1.79	-0.25	1.18	-1.11	14.7%	CCOC(=O)/C(=C\C=C\c1ccccc1)NC(=O)c1ccccc1
-1.9%	9.3%	18.9%	11.4%	5.9%	-21.5%	1.3%	0.754	1.18	0.497	-0.754	-24.0%	O=c1c2nnn(-c3ccc(Cl)cc3)c2ncn1Cc1ccccn1
-1.1%	-1.2%	0.2%	-1.4%	-0.5%	-6.1%	-0.1%	-0.56	-0.225	-0.362	0.712	5.0%	CCOC(=O)N1CCN(S(=O)(=O)c2c(C)cc(C)cc2C)CC1

Not all compounds are listed; count on the stated rates, not on these rows.
